Bioassay records from PubChem.
Yeast lifespan up = yeast lifespan extension; S. cerevisiae growth with nicotinamide, OD615; deaD strain in restrictive glucose medium; 0.68% of 130,000 active; AID 775; inhibition of the nicotinamide effect, % at 10 µM;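 active means inhibition above a set limit, placed 3 SD over the median of all compounds, cut at about 26% in these data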;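 further: 0% = nicotinamide-treated wells and 100% = cells grown without nicotinamide; some compounds called inactive have numbers as strong as hits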
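Assay system: DeaD-strain S. cerevisiae. Medium: CSMM-D glucose medium, restrictive. Reagent: nicotinamide, 1.5 mM, co-present with compound. Compound: 10 µM single point, 0.25% DMSO. Schedule: culture preincubation 4 h, compound exposure 48 h, both 30 °C. Detection: absorbance at 615 nm.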
Measles CPE = protection of cells from measles virus; 1.5% of 140,000 active; Measles virus-infected cells, CPE protection, absorbance; protection (pct of control), % at 4 µM; in the data active means protection mostly above about 24%, no sharp cut-off; inactive means mostly below about 26%; further: some compounds called inactive have numbers as strong as hits
MRP-1 activ = activators of MRP-1; viability increase, % at 10 µM; 0.61% of 140,000 active; H69AR cells + doxorubicin, viability rescue, CellTiter-Glo; AID 799;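 active means viability gain under doxorubicin at or above a set limit, the compound median plus 3 SD, cut at about 4.7% in these data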;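 further: MRP-1 overexpressing cells given doxorubicin 25 µM after compound pretreatment; 18-22 h compound pretreatment then 72 h with doxorubicin before readout; 0% = doxorubicin-only wells and 100% = vehicle-treated cells without doxorubicin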
Phagocytosis inh = macrophage phagocytosis inhibition | 0.07% of 110,000 active | inhibition, % at 5 µM | J774A.1 macrophage IgG-bead phagocytosis, imaging;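 active means inhibition above the mean of the plate negative controls plus 5 SD, cut at about 13% in these data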;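 further: phagocytic index as fraction of beads internalized from green versus red external bead signal; plate controls were DMSO negative control for no effect and cytochalasin-D positive control for full effect; some results beyond the cut were filed as inactive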
HCT116 bCat-KO = beta-catenin-lacking colon tumor cell growth suppression; HCT116 beta-catenin knockout viability, CellTiter-Glo, 60 h; stronger effect = lower value; viability, % at 10 µM; 1.5% of 140,000 active;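 active means viability at or under a set limit, the compound median less 4 SD, cut at about 6% in these data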;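 further: 0% = Hyamine 1622 control at 20 µM and 100% = untreated cell control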
PTEN del growth = suppresses growth of cells with PTEN deletion; AID 827; 1.2% of 140,000 active; HCT116 PTEN-null viability, CellTiter-Glo, 60 h; stronger effect = lower value; viability, % at 10 µM;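 active means viability at or below a set limit, 4 SD under the median of all tested compounds, cut at about 3.7% in these data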;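 further: PTEN knockout HCT116 line with beta catenin targeted HCT116 as companion control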
Yeast growth inh = reduces growth of yeast BB579 in restrictive medium. inhibition, % at 10 µM. 0.51% of 140,000 active. S. cerevisiae BB579 growth, OD615, 48 h;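 active means inhibition above a set limit, 3 SD over the mean compound inhibition, cut at about 44% in these data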; further: inactives centre near -24
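Detection: OD615 turbidity measurement; Material: Saccharomyces cerevisiae DeaD strain BB579, replicative lifespan model yeast; Timing: 48 h exposure, 30 °C; Doses: single 10 µM dose; Medium: CSMM-D restrictive synthetic medium containing dextrose (glucose); Controls: amphotericin B at 10 µg/mL as positive control.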
NPY Y2 blocker = blocks the human neuropeptide Y Y2 receptor | 0.99% of 140,000 active | NPY-Y2 expressing cells, antagonist mode | inhibition, % at 2.7 µM | P49146; in the data active means inhibition above about 17%;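 further: 0% = vehicle with agonist challenge and 100% = reference antagonist with challenge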
Target sequence (P49146 whole entry, looked up): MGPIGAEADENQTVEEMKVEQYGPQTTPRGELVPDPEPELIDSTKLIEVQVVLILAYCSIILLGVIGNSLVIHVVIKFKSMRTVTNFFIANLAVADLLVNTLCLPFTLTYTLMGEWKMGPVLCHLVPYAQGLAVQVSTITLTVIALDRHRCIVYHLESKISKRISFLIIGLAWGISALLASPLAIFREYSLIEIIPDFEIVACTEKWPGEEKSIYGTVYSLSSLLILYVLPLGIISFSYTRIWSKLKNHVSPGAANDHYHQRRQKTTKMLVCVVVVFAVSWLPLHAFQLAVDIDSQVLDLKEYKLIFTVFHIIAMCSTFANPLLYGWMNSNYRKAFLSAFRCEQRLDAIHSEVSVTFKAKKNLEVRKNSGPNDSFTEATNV
GALR2 antag = GALR2 (human) receptor antagonism | O43603 | GALR2-expressing cells, antagonist mode | inhibition, % at 4 µM | 0.39% of 140,000 active; in the data active means inhibition above about 27%;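 further: cells stimulated with galanin 1-16 at roughly its EC80; 0% = agonist challenge control and 100% = basal control without agonist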
Target sequence (O43603 whole entry, looked up): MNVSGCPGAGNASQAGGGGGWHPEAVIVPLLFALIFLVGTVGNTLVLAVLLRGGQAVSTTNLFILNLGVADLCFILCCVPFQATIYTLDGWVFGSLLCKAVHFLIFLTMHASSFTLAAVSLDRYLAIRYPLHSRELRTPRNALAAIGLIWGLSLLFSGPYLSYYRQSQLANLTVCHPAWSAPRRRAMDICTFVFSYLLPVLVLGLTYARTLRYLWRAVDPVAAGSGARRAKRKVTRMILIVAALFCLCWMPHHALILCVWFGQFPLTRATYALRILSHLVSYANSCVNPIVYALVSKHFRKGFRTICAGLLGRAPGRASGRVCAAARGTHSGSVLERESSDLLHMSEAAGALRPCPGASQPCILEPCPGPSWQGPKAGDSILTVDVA
E-sel TNF inh = blocks E-selectin expression induced by TNF alpha; HUVEC TNFa-induced E-selectin immunofluorescence, high content; inhibition, % at 2 µM; 0.71% of 120,000 active; AID 1246;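 active means inhibition above the batch mean plus 3 SD, and confirmed as a hit on visual image review, cut at about 43% in these data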;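 further: 0% = TNF-stimulated DMSO wells and 100% = unstimulated control wells; not every result past the cut was called active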
An asterisk follows results filed as active.

`C=CCNC(=O)CN1CCC(O)(c2ccccc2)CC1` gave Yeast lifespan up -5, Measles CPE 16, MRP-1 activ -0.1, Phagocytosis inh 1, HCT116 bCat-KO 100, PTEN del growth 109, Yeast growth inh -23, NPY Y2 blocker 2, GALR2 antag 11 and E-sel TNF inh 6.
O=C(CNC(=O)c1ccncc1)N/N=C/c1cc(Br)ccc1O was read as Yeast lifespan up 12, Measles CPE 11, MRP-1 activ 2.7, Phagocytosis inh -4, HCT116 bCat-KO 89, PTEN del growth 89, Yeast growth inh -54, NPY Y2 blocker -2 and GALR2 antag 10.
Screening CCCCCCN1CC(O)=C(c2ccccc2)C1=N returned Yeast lifespan up -5, Measles CPE 5, MRP-1 activ -2.7, Phagocytosis inh 0, HCT116 bCat-KO 97, PTEN del growth 103, Yeast growth inh 0, NPY Y2 blocker 4, GALR2 antag -6 and E-sel TNF inh -5.
`COc1cccc(N/C=C(\C#N)c2ccc(OCCCF)cc2)c1` gave Yeast lifespan up -4, Measles CPE 9, MRP-1 activ -1.1, Phagocytosis inh 0, HCT116 bCat-KO 73, PTEN del growth 75, Yeast growth inh -22, NPY Y2 blocker 7, GALR2 antag 7 and E-sel TNF inh 6.
For CCC(=O)N1CCc2cc(S(=O)(=O)NC(C(=O)N3CCc4ccccc4C3)C(C)C)ccc21 (stereo not given) the results were Yeast lifespan up -9, Measles CPE 2, MRP-1 activ 0.2, Phagocytosis inh -2, HCT116 bCat-KO 95, PTEN del growth 96, Yeast growth inh -11, NPY Y2 blocker 0, GALR2 antag 6 and E-sel TNF inh 4.
Screening N#CC1=C(SCC(N)=O)NC2=C(C(=O)c3ccccc32)C1c1ccc(Cl)cc1 (stereo not given) returned Yeast lifespan up 7, Measles CPE 5, MRP-1 activ -4.8, HCT116 bCat-KO 87, PTEN del growth 68, Yeast growth inh -1, NPY Y2 blocker -1, GALR2 antag 3 and E-sel TNF inh -11.
For CCn1c(SCc2nc(-c3ccccc3)no2)nnc1-c1ccco1 the results were Measles CPE 3, MRP-1 activ -2.5, HCT116 bCat-KO 101, PTEN del growth 92, Yeast growth inh -53, NPY Y2 blocker 3, GALR2 antag 4 and E-sel TNF inh -45.
Screening COC(=O)c1cccc(NC(=O)CCc2ccccc2)c1 returned Yeast lifespan up -6, Measles CPE 16, MRP-1 activ 0.4, Phagocytosis inh -5, HCT116 bCat-KO 98, PTEN del growth 94, Yeast growth inh -30, NPY Y2 blocker 2 and GALR2 antag 10.
`COc1ccc([N+](=O)[O-])cc1NC(=O)CSc1nccc(C)n1` gave Yeast lifespan up -3, Measles CPE 24, MRP-1 activ -0.7, HCT116 bCat-KO 96, PTEN del growth 90, Yeast growth inh -5, NPY Y2 blocker 0, GALR2 antag -4 and E-sel TNF inh 7.
Screening Cc1cccn2c(NC(=O)c3cccs3)c(-c3ccccc3)nc12 returned Yeast lifespan up 6, Measles CPE 14, MRP-1 activ -2.5, Phagocytosis inh -6, HCT116 bCat-KO 93, PTEN del growth 85, Yeast growth inh -23, NPY Y2 blocker 2 and GALR2 antag 17.
Screening O=C(Cn1c(-c2cscn2)nc2ccccc21)Nc1cc(F)ccc1F returned Yeast lifespan up -15, Measles CPE 6, MRP-1 activ -2.8, HCT116 bCat-KO 90, PTEN del growth 95, Yeast growth inh -9, NPY Y2 blocker 3 and GALR2 antag 9.
`CCOc1cc(N2CCOCC2)c(OCC)cc1NC(=O)COC(=O)[C@H](Cc1c[nH]c2ccccc12)NC(C)=O` gave Yeast lifespan up -13, Measles CPE 18, MRP-1 activ -1.3, Phagocytosis inh 2, HCT116 bCat-KO 87, PTEN del growth 94, Yeast growth inh -16, NPY Y2 blocker 3, GALR2 antag -9 and E-sel TNF inh 22.
`COc1ccc2c(c1)-c1ccccc1S(=O)(=O)N2C` gave Yeast lifespan up -13, Measles CPE 32, MRP-1 activ -3.5, HCT116 bCat-KO 79, PTEN del growth 82, Yeast growth inh -38, NPY Y2 blocker 4, GALR2 antag 1 and E-sel TNF inh -17.
For COC(=O)C(N)Cc1ccc(O)c(O)c1 (stereo not given) the results were Yeast lifespan up -3, Measles CPE 3, MRP-1 activ -1.8, Phagocytosis inh 0, HCT116 bCat-KO 54, PTEN del growth 47, Yeast growth inh 31, NPY Y2 blocker 0, GALR2 antag -12 and E-sel TNF inh -11.
`O=S(=O)(c1ccc(F)cc1)N1CCN(c2nc(-c3ccc(F)cc3)cs2)CC1` gave Yeast lifespan up -20, Measles CPE 5, MRP-1 activ -2.6, HCT116 bCat-KO 101, PTEN del growth 115, Yeast growth inh -48, NPY Y2 blocker 0, GALR2 antag -9 and E-sel TNF inh -21.
COc1ccc(Cn2nnnc2C(c2cccs2)N2CCN(c3ccccc3)CC2)cc1 (stereo not given) was read as Yeast lifespan up -28, Measles CPE 4, MRP-1 activ -1.3, Phagocytosis inh 1, HCT116 bCat-KO 66, PTEN del growth 65, Yeast growth inh -47, NPY Y2 blocker 19*, GALR2 antag 6 and E-sel TNF inh -7.
`COc1ccc(-c2cc(C(F)(F)F)nc(SCC(=O)NCc3cccs3)n2)cc1` gave Yeast lifespan up -8, Measles CPE 11, MRP-1 activ -0.9, Phagocytosis inh 0, HCT116 bCat-KO 87, PTEN del growth 87, Yeast growth inh -58, NPY Y2 blocker 3 and GALR2 antag -7.
`COc1cc(S(=O)(=O)N2CCCCC2)ccc1NC(=O)/C=C/c1ccccc1` gave Yeast lifespan up -4, Measles CPE 7, MRP-1 activ 2.5, Phagocytosis inh -1, HCT116 bCat-KO 90, PTEN del growth 91, Yeast growth inh -60, NPY Y2 blocker 4, GALR2 antag 4 and E-sel TNF inh 30.
For Cc1ccc(C)c(S(=O)(=O)Nc2ccccc2C(=O)Nc2ccccc2N2CCOCC2)c1 the results were Yeast lifespan up -5, Measles CPE 29, MRP-1 activ 0.1, Phagocytosis inh -1, HCT116 bCat-KO 96, PTEN del growth 91, Yeast growth inh -27, NPY Y2 blocker 2, GALR2 antag -1 and E-sel TNF inh 3.
Screening COc1ccccc1NC(=S)NNC(=O)c1cc(C)nn1C returned Yeast lifespan up 0, Measles CPE 7, MRP-1 activ -0.3, Phagocytosis inh -1, HCT116 bCat-KO 90, PTEN del growth 95, Yeast growth inh -16, NPY Y2 blocker 7, GALR2 antag -5 and E-sel TNF inh -5.
`CCNC(=S)N=Nc1c(O)[nH]c2ccc(C(C)C)cc12` gave Yeast lifespan up -3, Measles CPE 8, MRP-1 activ -3.4, Phagocytosis inh -4, HCT116 bCat-KO 26, PTEN del growth 17, Yeast growth inh -40, NPY Y2 blocker 1, GALR2 antag -19 and E-sel TNF inh 0.
For CC(=O)C1=C(C)Nc2ncnn2C1c1ccccc1Cl (stereo not given) the results were Yeast lifespan up -4, Measles CPE 101*, MRP-1 activ 1.6, Phagocytosis inh 0, HCT116 bCat-KO 98, PTEN del growth 97, Yeast growth inh -22, NPY Y2 blocker 3, GALR2 antag -2 and E-sel TNF inh -27.
`CN(C)S(=O)(=O)c1ccc(NC(=O)/C=C/c2ccccc2Cl)cc1` gave Yeast lifespan up -5, Measles CPE 5, MRP-1 activ -5.8, Phagocytosis inh -6, HCT116 bCat-KO 45, PTEN del growth 30, Yeast growth inh -38, NPY Y2 blocker 0, GALR2 antag 10 and E-sel TNF inh -15.
Screening COc1ccc2cc(S(=O)(=O)N3CCOCC3)ccc2c1 returned Yeast lifespan up -20, Measles CPE 2, MRP-1 activ -2.7, Phagocytosis inh 0, HCT116 bCat-KO 73, PTEN del growth 75, Yeast growth inh -27, NPY Y2 blocker 5, GALR2 antag 10 and E-sel TNF inh 15.
`CC(=O)Nc1cccc(NC(=O)c2ccco2)c1` gave Yeast lifespan up 13, Measles CPE 15, MRP-1 activ -1.0, Phagocytosis inh -1, HCT116 bCat-KO 98, PTEN del growth 99, Yeast growth inh -26, NPY Y2 blocker 1, GALR2 antag 14 and E-sel TNF inh -18.
`COC(=O)N/N=C/c1cn(Cc2ccccc2Cl)c2ccccc12` gave Yeast lifespan up -3, Measles CPE 11, MRP-1 activ -2.8, Phagocytosis inh 1, HCT116 bCat-KO 56, PTEN del growth 65, Yeast growth inh -9, NPY Y2 blocker -2, GALR2 antag 6 and E-sel TNF inh -2.
Screening CCC(c1nnnn1Cc1ccco1)N(Cc1cc2cc(C)cc(C)c2[nH]c1=O)CC1CCCO1 (stereo not given) returned Yeast lifespan up -1, Measles CPE 8, MRP-1 activ -0.1, Phagocytosis inh -2, HCT116 bCat-KO 50, PTEN del growth 51, Yeast growth inh -29, NPY Y2 blocker 12, GALR2 antag 8 and E-sel TNF inh -32.
Screening COc1cc2cc(CN(Cc3cccs3)C(=S)Nc3ccccc3)c(=O)[nH]c2cc1OC returned Yeast lifespan up 8, Measles CPE 4, MRP-1 activ -4.2, Phagocytosis inh -9, HCT116 bCat-KO 78, PTEN del growth 70, Yeast growth inh -48, NPY Y2 blocker -5, GALR2 antag 7 and E-sel TNF inh -8.
`CCCc1nc2ccccc2[nH]1` gave Yeast lifespan up -6, Measles CPE 9, MRP-1 activ -1.8, Phagocytosis inh 0, HCT116 bCat-KO 98, PTEN del growth 92, Yeast growth inh -10, NPY Y2 blocker 4, GALR2 antag 7 and E-sel TNF inh -15.
CCc1ccc(OCC(=O)Nc2ccc(-c3nc4ccccc4o3)c(O)c2)cc1 was read as Yeast lifespan up -6, Measles CPE 4, MRP-1 activ -1.0, HCT116 bCat-KO 90, PTEN del growth 90, Yeast growth inh -45, NPY Y2 blocker -2, GALR2 antag 12 and E-sel TNF inh 8.
`CCN(CC)S(=O)(=O)c1cccc(C(=O)OCc2cc(=O)n3nc(C)sc3n2)c1` gave Yeast lifespan up -2, Measles CPE 7, MRP-1 activ -1.9, Phagocytosis inh -1, HCT116 bCat-KO 103, PTEN del growth 104, Yeast growth inh -44, NPY Y2 blocker -2, GALR2 antag 4 and E-sel TNF inh 16.
CCc1ccc(-c2nc(CCl)cs2)cc1 was read as Yeast lifespan up 0, Measles CPE 15, MRP-1 activ -1.6, Phagocytosis inh -2, HCT116 bCat-KO 90, PTEN del growth 88, Yeast growth inh 28, NPY Y2 blocker 0, GALR2 antag -5 and E-sel TNF inh 20.
For O=C(N/N=C/c1ccncc1)c1cccc(NC(=O)c2ccccc2Cl)c1 the results were Yeast lifespan up -8, Measles CPE 7, MRP-1 activ -3.2, Phagocytosis inh -2, HCT116 bCat-KO 98, PTEN del growth 88, Yeast growth inh 4, NPY Y2 blocker 2, GALR2 antag 1 and E-sel TNF inh 0.
O=C(CSc1ncn[nH]1)N1N=C2/C(=C/c3ccco3)CCCC2C1c1ccco1 (stereo not given) was read as Yeast lifespan up -16, Measles CPE 10, MRP-1 activ 8.4*, Phagocytosis inh 1, HCT116 bCat-KO 78, PTEN del growth 83, Yeast growth inh -45, NPY Y2 blocker 2, GALR2 antag 19 and E-sel TNF inh 13.
`CCCSc1nc(C)cc(=O)[nH]1` gave Yeast lifespan up -4, Measles CPE 10, MRP-1 activ 0.1, Phagocytosis inh -2, HCT116 bCat-KO 92, PTEN del growth 110, Yeast growth inh -20, NPY Y2 blocker 2, GALR2 antag -8 and E-sel TNF inh -3.
